Assay outcomes: PubChem BioAssay, several laboratories
GPR55 beta-arrestin: GPR55 agonists via beta-arrestin recruitment, primary screen, imaging, U2OS cells, beta-arrestin-GFP redistribution (AID 1961) | U2OS GPR55 beta-arrestin-GFP redistribution imaging; higher % means a stronger effect | activation, % at 10 µM; hits with a dose series show EC50 in µM | 290,000 tested, 0.048% active;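 active means activation above 40% with more than 50 cells counted in the well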;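 further: U2OS osteosarcoma cells stably expressing GPR55 and beta-arrestin-GFP; plate controls were DMSO negative control for no effect and LPI positive control for full effect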
GPR35 antagonists: GPR35 antagonists blocking zaprinast-driven arrestin recruitment, primary screen, imaging, U2OS, beta-arrestin-GFP, zaprinast agonist (AID 2058); U2OS GPR35 beta-arrestin-GFP translocation imaging, zaprinast antagonism; higher % means a stronger effect; inhibition, % at 10 µM; hits with a dose series show IC50 in µM; 290,000 tested, 0.052% active;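 active means inhibition of at least 50% with at least 30 cells and total cytoplasm GFP at most 10,000,000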
AID2073: disruptors of CaV2.2 binding to Mint1 – biochemical, HTRF (AID 2073); HTRF protein-protein interaction, Mint1-CaV2.2; higher % means a stronger effect; inhibition, % at 20 µM; hits with a dose series show IC50 in µM; 290,000 tested, 0.19% active; in the data active means inhibition mostly above about 51%, no sharp cut-off; further: some results filed as inactive read as strong as hits
NTR1 ag: agonists of NTR1, primary screen, imaging, U2OS cells, beta-arrestin-GFP, high content (AID 493036). 330,000 tested, 0.17% active. P30989. activation, % at 20 µM. NTR1-U2OS beta-arrestin-GFP spot imaging, agonist mode;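 active means activation at or above 40% of the spot to cytoplasm intensity ratio, with at least 20 cells analyzed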;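 further: 0% = DMSO without peptide and 100% = 100 nM NTR1 peptide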
Target sequence (P30989 whole entry, looked up): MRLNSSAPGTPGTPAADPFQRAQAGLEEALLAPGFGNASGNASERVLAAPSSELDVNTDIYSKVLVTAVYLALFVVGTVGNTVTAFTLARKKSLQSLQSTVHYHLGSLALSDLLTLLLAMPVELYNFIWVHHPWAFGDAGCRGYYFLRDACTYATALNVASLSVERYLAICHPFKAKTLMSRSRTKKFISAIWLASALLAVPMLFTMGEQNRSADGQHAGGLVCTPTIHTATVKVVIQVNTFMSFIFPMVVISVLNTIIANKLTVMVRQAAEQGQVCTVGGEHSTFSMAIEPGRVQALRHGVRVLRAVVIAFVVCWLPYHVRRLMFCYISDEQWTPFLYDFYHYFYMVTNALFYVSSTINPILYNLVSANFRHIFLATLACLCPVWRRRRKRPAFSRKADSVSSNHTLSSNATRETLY
GPR55 antagonists: GPR55 antagonists blocking LPI-driven arrestin recruitment, primary screen, imaging, U2OS, beta-arrestin-GFP, LPI agonist (AID 2013) | U2OS GPR55 beta-arrestin-GFP translocation imaging, LPI antagonism; higher % means a stronger effect | one-dose inhibition, % at 10 µM; IC50 in µM for titrated hits | 290,000 tested, 0.13% active;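 active means spots per cell inhibited over 60%, with over 100 cells counted and total cytoplasm intensity under 500,000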;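 further: U2OS cells stably carrying GPR55 and arrestin-GFP stimulated by 5 µM LPI near EC80; imaged beta-arrestin-GFP aggregate spots per cell after agonist stimulation; plate controls were LPI-stimulated DMSO wells for no effect and DMSO wells without LPI for full effect; some results filed as inactive read as strong as hits; confirmed hits need IC50 under 10 µM and bright autofluorescent wells are also inconclusive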
Yfh1-off respiration: enhancers of respiration in Yfh1-depleted yeast, dose response, Friedreich's ataxia, plus single-dose screen (AID 1465). 220,000 tested, 0.074% active. S. cerevisiae Yfh1-off respiration, WST-1 reduction, 72 h; higher fold induction means a stronger effect. fold induction at 50 µM, or EC50 in µM where a hit was titrated;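 active means fold induction of absorbance versus untreated yeast above a set limit, then at least 30% activation at any dose in follow-up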;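 further: activators that raise dye reduction in frataxin-depleted yeast; strong numbers were not always called active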
SV40 large T antigen: SV40 large T antigen inhibitors, biochemical (AID 1903). 310,000 tested, 0.39% active. SV40 large T antigen ATPase/helicase inhibition assay; higher % means a stronger effect. inhibition, % at 20 µM, or IC50 in µM where a hit was titrated; in the data active means a potency from the dose series; further: strong numbers were not always called active
NS5 inhibitors: Dengue-2 NS5 methyltransferase inhibitors, primary screen, biochemical, confirmation dose response (AID 588689); inhibition, % at 25 µM, or IC50 in µM where a hit was titrated; Dengue-2 NS5 methyltransferase capping enzyme assay, biochemical; higher % means a stronger effect; 340,000 tested, 0.3% active; in the data active means a potency from the dose series
Rac1 GTP hydrolysis: MgcRacGAP GTPase-activating activity inhibitors, confirmation, biochemical, ADP Hunter fluorescence. MgcRacGAP-stimulated Rac1 GTP hydrolysis, ADP Hunter fluorescence; higher % means a stronger effect; GST-tagged Rac1 F28L mutant substrate. inhibition, % at 30 µM; hits with a dose series show IC50 in µM. 340,000 tested, 0.6% active;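 active means first-screen hits whose inhibition reached a set limit at any dose in the follow-up dose series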;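 further: fluorescence reports GDP produced by GAP-driven GTP hydrolysis; strong numbers were not always called active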
NTR1 ag cell count 20 µM: also measured in NTR1 ag; calls as there; cell count; measured here: cell count, cytotoxicity flag
NS5 inhibitors pilot replicate: second read-out of NS5 inhibitors, no call of its own (marks repeat the call); inhibition, %; measured here: pilot screen replicate inhibition
Starred values were filed as active, the others as inactive; i = inactive; . = no result given; & = joins results of further samples. An unsorted share of the library; any-hit rate near 1.7%.

SMILES	GPR55 beta-arrestin	GPR35 antagonists	AID2073	NTR1 ag	NTR1 ag cell count 20 µM	GPR55 antagonists	Yfh1-off respiration	SV40 large T antigen	NS5 inhibitors	Rac1 GTP hydrolysis	others
CCOC(=O)C1(Cc2ccccc2)CCN(CC2CC=CCC2)CC1 (stereo not drawn)	0.2%	2.6%	-3.8%	1.9	45	15.7%	i	13.7%	-4.7%	7.4%
CCOC(=O)C(C)Sc1nnc(NC(=O)c2ccc3c(c2)OCO3)s1 (stereo not drawn)	0.0%	10.9%	3.7%	-1.1	98	14.5%	i	8.4%	-1.5%	-1.4%
Cc1cccc(C(=O)NC2CCCCCCC2)c1	0.0%	-9.2%	6.3%	-0.4	67	8.6%	.	24.9%	-4.2%	4.9%
COc1cc(NC(=O)COC(C)=O)c(C)cc1[N+](=O)[O-]	-0.1%	-9.0%	-7.3%	-0.2	89	17.2%	i	2.6%	-3.6%	2.9%
Cc1ccc(C(=O)Nc2ccc3c(c2)OCO3)cc1	-0.1%	-7.0%	-3.2%	0.1	51	5.1%	i	1.3%	6.8%	8.7%
O=C1CC(c2cccc(Cl)c2)Cc2nc(N3CCOCC3)ncc21 (stereo not drawn)	-0.1%	-7.5%	14.8%	3.1	62	4.7%	i	7.6%	2.0%	-2.0%
O=C(CCc1c[nH]c2ccccc12)N[C@@H](Cc1c[nH]c2ccc(O)cc12)C(=O)O	0.0%	-3.7%	6.2%	-1.2	88	8.1%	.	23.0%	3.3%	14.7%
Cc1ccc(C(=O)Nc2ccccc2C(=O)NC(CC(=O)O)C(=O)O)cc1 (stereo not drawn)	0.2%	19.0%	-2.6%	-1.5	56	14.8%	i	-0.1%	17.5%	-3.6%
CCOC(=O)c1sc(N)c(C(=O)Nc2ccccc2)c1C	-0.1%	-6.7%	-2.3%	3.2	43	9.8%	i	.	-7.9%	14.1%
COc1ccccc1Oc1ccc(S(=O)(=O)N2CCN(C)CC2)cc1	-0.2%	-2.6%	-0.8%	-0.8	48	12.0%	i	9.8%	-1.5%	5.0%
S=C(Nc1cccc(Cl)c1)N1CCN(c2ccccn2)CC1	-0.2%	-8.4%	-49.6%	-0.1	65	9.1%	.	-2.4%	-3.4%	11.9%
O=C(NCCCc1ccccc1)C1CCC(CNc2c(N3CCCCC3)c(=O)c2=O)CC1 (stereo not drawn)	0.3%	-0.4%	-2.2%	1.7	60	-3.4%	.	21.9%	-2.4%	4.2%
Nn1c(SCc2cccc(Br)c2)nnc1-c1cccnc1	0.0%	6.8%	-3.1%	-2.0	52	10.3%	i	7.6%	-6.3%	2.1%
CCC(O)(CC)C(=O)N/N=C/c1cc(Br)cc(Br)c1O	-0.2%	7.1%	6.2%	0.3	52	12.1%	i	10.2%	0.0%	-13.3%
O=C(NCCc1nnc2ccc(NCCCN3CCOCC3)nn12)c1ccccc1F	-0.2%	-11.0%	5.2%	-0.4	66	12.1%	.	10.9%	-7.9%	1.5%
O=C(c1cccnc1Cl)N1CCOCC1	1.0%	5.1%	-0.8%	2.8	24	-4.2%	i	11.2%	-6.5%	2.4%
Cc1oc(/C=N/NC(=O)CN(c2ccccc2Br)S(C)(=O)=O)cc1Br	-0.1%	3.7%	-17.6%	-0.1	35	7.8%	i	6.1%	-2.2%	13.2%
CC(C)c1ccc(NC(=O)c2cccnc2)cc1	-0.2%	4.1%	1.2%	-0.4	45	-3.3%	i	16.7%	-0.3%	4.2%
Cc1ccccc1-c1cc(C(=O)O)nn1CC1CC(c2cccc([N+](=O)[O-])c2)=NO1 (stereo not drawn)	.	.	.	3.8	93	.	.	21.6%	-3.9%	4.2%
CCCCC(=O)N(Cc1ccc(-c2ccccc2-c2nn[nH]n2)cc1)[C@H](C(=O)O)C(C)C	-0.5%	-9.1%	8.2%	-2.8	62	4.3%	i	13.2%&5.9%	.	.
O=C(CCS(=O)(=O)c1cc(Br)cc2c1N(C(=O)C1CC1)CC2)NCc1ccco1	-0.1%	12.0%	-3.6%	.	.	9.2%	i	11.8%	13.5%	3.5%
Cc1ccccc1NC(=S)NC(=O)CCc1ccccc1	-0.1%	20.4%	-5.0%	7.0	60	-7.6%	i	6.1%	-2.0%	9.8%
CCOc1ccc(C(=O)NC2CCN(C(=O)N3CCCC3)CC2)cc1	-0.5%	1.5%	12.6%	-0.2	47	6.8%	i	7.8%	-4.8%	4.4%
CC(C)(C)OC(=O)N1CCN(C(=O)OCC2c3ccccc3-c3ccccc32)CC1C(=O)O (stereo not drawn)	.	.	.	0.5	50	.	i	4.3%	-6.3%	-46.1%
CC(=O)N[C@H]1[C@H]([C@H](O)[C@H](O)CO)OC(C(=O)O)=C[C@@H]1O	.	.	.	1.8	69	.	i	7.4%	0.7%	-1.9%
Additional structures follow.
SMILES	GPR55 beta-arrestin	GPR35 antagonists	AID2073	NTR1 ag	NTR1 ag cell count 20 µM	GPR55 antagonists	Yfh1-off respiration	SV40 large T antigen	NS5 inhibitors	Rac1 GTP hydrolysis	others
Nc1ncc2c(n1)CC(c1ccco1)CC2=O (stereo not drawn)	0.1%	10.0%	5.2%	-2.4	64	19.5%	i	15.2%	-11.2%	-0.8%
COC(=O)CCC(=O)OC1(C)C(=O)C2=CN(CCCOC(C)C)C(c3ccc(OC)cc3)=CC2=C(Br)C1=O (stereo not drawn)	0.6%	-11.8%	13.0%	0.6	52	10.2%	i	26.7%	19.8µM*	-3.5%
CC(C)CCOP(=O)(c1ccc(N(C)C)cc1)C(Nc1ccccc1)c1ccc(N(C)C)cc1 (stereo not drawn)	-0.2%	0.7%	13.7%	4.3	49	1.9%	i	8.5%	-10.7%	16.5%
CC(C)C(NC(=O)c1ccco1)C(=O)NCc1ccc(C(=O)O)cc1 (stereo not drawn)	0.0%	-0.9%	-4.1%	0.8	45	2.7%	.	0.1%	-9.9%	-0.6%
O=c1cc(-c2ccc([N+](=O)[O-])cc2)nc2cc(-c3ccc(F)cc3)[nH]n12	-0.3%	1.5%	10.6%	0.5	40	0.4%	i	15.4%	1.5%	0.6%
CC(=NCCCn1ccnc1)c1c(O)n(Cc2ccccc2)c(=O)[nH]c1=O	-0.1%	3.5%	3.7%	-0.2	84	-8.9%	i	12.0%	-4.1%	14.1%	NS5 inhibitors pilot replicate=1.7
O=C(COc1ccc(F)cc1Cl)Nc1nc(-c2ccccn2)cs1	.	.	.	2.5	58	.	.	10.1%	-3.7%	6.2%
CC(C)Cc1ccccc1S(N)(=O)=O	0.0%	4.6%	5.0%	0.4	94	-4.3%	.	6.0%	-4.0%	-3.0%
Cc1coc(C)c1C(=O)Nc1ccc2ccccc2c1	0.0%	-12.1%	-3.7%	-0.1	53	8.2%	.	.	0.0%	11.6%
Oc1ccc(/C=N/n2c(-c3ccccc3)n[nH]c2=S)cc1Br	-0.2%	0.8%	-17.6%	2.6	74	-2.5%	.	32.0%	13.5%	25.6%
CC(=O)c1ccc2c(c1)CC(C)C(=O)N2C (stereo not drawn)	0.3%	3.1%	5.4%	0.5	37	7.5%	i	7.9%	5.9%	3.3%
COc1cc(/C=C2\CCCc3c2nc2ccccc2c3C(=O)O)cc([N+](=O)[O-])c1O	-0.1%	-5.9%	-4.0%	-0.9	52	3.6%	.	28.6%	5.8%	10.9%
C=CCN(c1ccc(Cl)cc1)S(=O)(=O)c1cccc(C(=O)O)c1	0.8%	-5.7%	14.9%	1.7	57	5.5%	i	11.0%	0.0%	2.3%
COc1ccc(OC)c(S(=O)(=O)NC(C)c2cnn(-c3ccccn3)c2C)c1 (stereo not drawn)	0.0%	14.9%	10.7%	-0.2	69	-11.0%	.	0.1%	-3.2%	-0.9%
Cc1ccccc1NS(=O)(=O)c1ccc2c(c1)n(C)c(=O)n2C	-0.2%	-6.2%	3.6%	0.1	58	-7.0%	i	2.6%	-2.2%	6.0%
O=C(N/N=C/C=C/c1ccc([N+](=O)[O-])cc1)C1COc2ccccc2O1 (stereo not drawn)	1.2%	13.6%	-2.0%	4.1	71	-12.8%	i	14.1%	-9.9%	9.2%
O=C(CSc1nc(=O)n(CCCN2CCOCC2)c2c1CCCC2)Nc1ccc(F)c(F)c1	.	.	.	0.5	60	.	.	9.1%	-10.8%	4.3%
Cc1csc(NC(=O)c2ccc3c(c2)OCO3)n1	0.9%	0.3%	-1.0%	-0.5	45	3.6%	.	-6.8%	-3.3%	7.5%
COc1cc(C=O)ccc1OCC(=O)Nc1cccc(S(=O)(=O)N(C)c2ccccc2)c1	.	.	.	4.5	57	.	.	10.2%	1.5%	3.1%
O=C(COC(=O)c1c2c(nc3ccccc13)CCCCC2)NCc1ccc2c(c1)OCO2	0.3%	-6.1%	0.1%	11.7	79	6.7%	i	3.5%	-0.6%	5.8%
CCOc1ccc(C2C(C(=O)c3ccc(C)o3)=C(O)C(=O)N2Cc2cccnc2)cc1 (stereo not drawn)	0.6%	5.2%	21.9%	-0.7	62	-12.4%	.	-0.5%	-6.4%	-1.2%
NC(=S)N/N=C/c1coc2c(ccc3ccccc32)c1=O	0.2%	-20.5%	47.8%	.	.	11.2%	i	10.7%	1.3%	7.8%
COc1ccc(Cl)cc1NC(=S)N1CC(C)OC(C)C1 (stereo not drawn)	0.2%	0.3%	-16.8%	-1.4	51	-3.3%	.	12.4%	-4.5%	1.1%

4 compounds picked at random from the list so far, as already listed:
SMILES	GPR55 beta-arrestin	GPR35 antagonists	AID2073	NTR1 ag	NTR1 ag cell count 20 µM	GPR55 antagonists	Yfh1-off respiration	SV40 large T antigen	NS5 inhibitors	Rac1 GTP hydrolysis	others
COC(=O)CCC(=O)OC1(C)C(=O)C2=CN(CCCOC(C)C)C(c3ccc(OC)cc3)=CC2=C(Br)C1=O (stereo not drawn)	0.6%	-11.8%	13.0%	0.6	52	10.2%	i	26.7%	19.8µM*	-3.5%
O=c1cc(-c2ccc([N+](=O)[O-])cc2)nc2cc(-c3ccc(F)cc3)[nH]n12	-0.3%	1.5%	10.6%	0.5	40	0.4%	i	15.4%	1.5%	0.6%
CC(=NCCCn1ccnc1)c1c(O)n(Cc2ccccc2)c(=O)[nH]c1=O	-0.1%	3.5%	3.7%	-0.2	84	-8.9%	i	12.0%	-4.1%	14.1%	NS5 inhibitors pilot replicate=1.7
Cc1ccccc1NS(=O)(=O)c1ccc2c(c1)n(C)c(=O)n2C	-0.2%	-6.2%	3.6%	0.1	58	-7.0%	i	2.6%	-2.2%	6.0%
